Bioassay records: PubChem, several laboratories
HTR2A ag: mouse HTR2A agonism via beta-arrestin recruitment; P35363; CHO-K1 mHTR2A beta-arrestin complementation, luminescence; percent of 30 µM serotonin response; activation, % at 7.6 µM; actives 0.66% (n = 360,000);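 active = activation above a run cutoff, the mean activation of all tested compounds plus 3 SD, cut at about 14% in these data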;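 note: 0% = plate median of compound wells and 100% = 30 µM serotonin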
ABHD5 PLIN5 PPI: inhibitors of human ABHD5-perilipin-5 interaction; actives 0.78% (n = 360,000); inhibition, % at 4 µM; Split G. princeps luciferase complementation, luminescence, 4 h;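 active = inhibition above the mean inhibition across every tested compound plus 3 SD, cut at about 22% in these data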;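 note: 0% = DMSO only wells and the 100% control is not disclosed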
MC4R ag barr: agonists of human melanocortin 4 receptor (MC4R) beta-arrestin; U2OS MC4R beta-arrestin complementation, luminescence; percent of melanotan II response, DMSO zero; activation, % at 8.9 µM; actives 0.98% (n = 360,000); AID 540308;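 active = activation above a per-plate cutoff, the mean activation of sample wells on that plate plus 3 SD, cut at about 8% in these data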
CaV13 ICDI inh: Disruptors of the CACNA1D IQ motif to Ca2+-dependent inactivation inhibitor domain association, primary screening, Förster resonance energy transfer in intact living …. HEK cells, CFP/YFP FRET ICDI-IQ, plate reader, 10 min; percent FRET-ratio fall versus neutral wells. inhibition, % at 12.3 µM. actives 0.098% (n = 340,000);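 active = mean replicate inhibition of at least 30% and at least 1% of replicates passing that level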;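 note: 0% = median of the neutral control wells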
N-glyco inh: blocks N-linked glycosylation in D54 reporter cells | AID 588692 | reporter increase, % at 12.5 µM | D54 ERlucT glycosylation luciferase reporter, 24 h; percent of 100 nM tunicamycin response | actives 0.23% (n = 360,000);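 active = mean luciferase reporter signal, scaled so untreated is 0 and the glycosylation-blocking control 100, at or above a set limit in every replicate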;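 note: luciferase carries N-glycosylation sites so blocking glycosylation raises the light; 0% = median of neutral control wells and 100% = median of 100 nM tunicamycin wells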
Granule exo inh: blocks lytic granule exocytosis; inhibition, % at 10 µM; actives 0.66% (n = 360,000); TALL-104 LAMP-1 surface exposure, flow cytometry; cells stimulated with thapsigargin and PMA;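 active = inhibition above about 55%, limit read from the data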
H9c2 protect: protects H9c2 cardiomyocytes from peroxide injury | H2O2 injury protection, ATPLite, 2 h | protection from H2O2 cell death, % at 20 µM | actives 0.63% (n = 360,000) | AID 588492;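 active = compounds giving at least 50% protection of heart cells from peroxide-induced death in the single-dose screen, raw or plate-pattern-corrected value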;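 note: 0% = DMSO wells with peroxide and 100% = DMSO wells without peroxide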
PDI inh: blocks human protein disulfide isomerase activity; P07237; PDI insulin aggregation turbidity, A650, 90 min; inhibition, % at 10 µM; actives 0.052% (n = 350,000); AID 588391;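 active = mean inhibition across replicates of 30% or more, whatever share of single replicates reach that level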;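 note: absorbance from insulin aggregation driven by PDI reduction with DTT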
ABCB6 inh MLPCN: blocks the human ABCB6 transporter. Q9NP58. K562-ABCB6 porphyrin accumulation, flow cytometry, 1 h; active compounds read low. fluorescence ratio to DMSO, % at 10 µM. actives 0.19% (n = 360,000);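 active = fluorescence ratio to DMSO below 75%, the collection mean minus 3 SD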;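 note: signal is porphyrin accumulated inside mitochondria; 100% equals median channel fluorescence of DMSO control wells; lower ratio means ABCB6 inhibition with less porphyrin fluorescence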
Target sequence (Q9NP58 whole entry, looked up): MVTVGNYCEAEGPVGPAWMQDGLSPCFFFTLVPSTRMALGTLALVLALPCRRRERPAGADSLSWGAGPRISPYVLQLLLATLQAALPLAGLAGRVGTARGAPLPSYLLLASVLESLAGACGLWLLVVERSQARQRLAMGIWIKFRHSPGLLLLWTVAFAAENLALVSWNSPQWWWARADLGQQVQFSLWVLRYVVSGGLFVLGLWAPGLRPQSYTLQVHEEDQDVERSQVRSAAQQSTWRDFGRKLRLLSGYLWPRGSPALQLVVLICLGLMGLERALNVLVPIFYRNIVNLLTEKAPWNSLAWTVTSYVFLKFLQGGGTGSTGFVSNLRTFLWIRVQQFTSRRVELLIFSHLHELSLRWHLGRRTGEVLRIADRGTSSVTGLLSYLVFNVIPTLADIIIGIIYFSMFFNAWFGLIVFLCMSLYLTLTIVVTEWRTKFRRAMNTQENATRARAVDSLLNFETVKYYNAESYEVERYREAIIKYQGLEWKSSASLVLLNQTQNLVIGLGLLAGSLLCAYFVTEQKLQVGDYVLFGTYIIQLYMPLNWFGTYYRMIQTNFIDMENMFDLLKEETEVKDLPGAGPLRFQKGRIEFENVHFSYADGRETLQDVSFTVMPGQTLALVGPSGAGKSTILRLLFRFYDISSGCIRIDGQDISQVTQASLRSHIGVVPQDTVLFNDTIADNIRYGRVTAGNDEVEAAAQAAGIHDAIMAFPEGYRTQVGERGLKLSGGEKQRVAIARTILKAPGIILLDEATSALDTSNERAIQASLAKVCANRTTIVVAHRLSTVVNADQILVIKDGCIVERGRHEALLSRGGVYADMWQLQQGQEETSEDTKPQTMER
MC4R antag cAMP: human MC4R antagonism in cAMP assay; MC4R-expressing cells, MTII-stimulated cAMP, LANCE TR-FRET; inhibition, % at 6.5 µM; actives 0.48% (n = 360,000); P32245;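 active = inhibition above its plate's cutoff, the mean of tested wells on that plate plus 3 SD, cut at about 29% in these data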;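 note: 0% = Melanotan II alone and 100% = Melanotan II plus saturating MCL0020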
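Assay system: U2OS-MC4R stable cell line; Also added: Melanotan II; Technique: Eu-cAMP/anti-cAMP TR-FRET, emission 671 nm; Times: 30-min compound, 1-h challenge, 1-h detection, room temperature.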
Active calls of the source: *; / = no result given.

SMILES	HTR2A ag	ABHD5 PLIN5 PPI	MC4R ag barr	CaV13 ICDI inh	N-glyco inh	Granule exo inh	H9c2 protect	PDI inh	ABCB6 inh MLPCN	MC4R antag cAMP
CCCCn1c(N)c(N(CC(C)C)C(=O)Cn2c(=O)oc3ccccc32)c(=O)[nH]c1=O	1.1	-0.4	-0.5	-6.2	0.8	-2.0	-0.2	3.4	95.0	-1.4
CCOc1ccc2nc(SCC(=O)NCc3ccc4c(c3)OCO4)[nH]c2c1	-5.8	16.5	-2.3	-12.9	0.3	-1.2	-2.3	5.3	101.0	2.1
S=c1[nH]nc(-c2ccncc2)n1/N=C/c1cn(-c2ccccc2)nc1-c1ccc(Cl)cc1	1.2	3.2	-1.1	4.2	1.1	-22.2	-1.3	-0.9	102.0	17.0
CC(=O)OCC(=O)C1(O)CCC2C3CCC4=CC(=O)CCC4(C)C3(F)C(O)CC21C (centres undefined)	2.3	0.3	-1.3	-6.3	6.0	-4.4	4.0	-4.5	101.0	3.5
CCCCOC(=O)N/N=C/C=C/c1ccccc1	2.4	-7.0	-0.8	-4.9	3.3	-1.7	-2.2	6.5	99.0	-2.1
COc1cccc(-c2noc(-c3ccoc3C)n2)c1	2.7	-11.6	4.2	-3.2	-3.4	0.4	-13.7	-2.3	97.0	1.9
COC(=O)/C=C1\N/C(=N\c2nc(C)cc(C)n2)N(c2ccc(C)c(C)c2)C1=O	-0.7	10.0	-0.3	-4.5	0.6	-3.6	6.7	2.3	97.0	9.9
CCOC(=O)c1ccc(S(=O)(=O)N2CCN(C3CC(=O)N(c4ccc(OC)cc4)C3=O)CC2)cc1 (centres undefined)	2.5	-4.9	-0.7	-2.1	3.0	13.0	-3.4	11.2	100.0	12.5
CC(C)c1nnc(NC(=O)CCC(=O)NC2CCCCCCC2)s1	9.0	5.0	0.1	-8.7	2.7	-0.8	0.7	1.3	89.0	-1.1
Cc1c(C(=O)N2CCN(C/C=C/c3ccccc3)CC2)oc2c(F)cccc12	-13.7	-6.9	5.7	-6.3	-1.2	0.2	-4.2	14.6	95.0	-3.7
O=C(O)c1cccc(CN2C(=O)SC(Nc3cccc4ccccc34)C2=O)c1 (centres undefined)	0.0	1.3	-2.3	-18.1	0.5	-0.8	6.9	3.3	99.0	2.1
Cn1nc(C(C)(C)C)cc1C(=O)N1CCCC(C)(C(=O)NS(=O)(=O)C2CC2)C1 (centres undefined)	4.3	-2.5	-0.6	-6.7	0.1	-5.4	6.4	-0.4	105.0	5.4
C=CCn1c(=N)n(CC(O)COc2ccc(OC)cc2)c2ccccc21 (centres undefined)	-1.7	-1.3	-1.5	-6.4	-0.4	1.5	-4.9	17.4	99.0	-4.5
COc1ccc(Cl)cc1N1CC(c2nc3ccccc3[nH]2)CC1=O (centres undefined)	-2.3	-4.5	0.7	-7.6	-0.5	-0.6	11.2	2.8	94.0	3.4
Cc1ccc(C(=O)CN(CCCC(N)=O)S(=O)(=O)c2ccc([N+](=O)[O-])cc2)cc1	-1.8	2.1	0.9	-10.1	3.5	-3.8	-2.7	-4.0	114.0	7.2
Cc1ccc(OCCNC(=O)CN2C(=O)NC3(CCCC3)C2=O)cc1	-1.5	10.1	-0.4	-6.3	2.8	-1.3	2.8	-2.2	97.0	-8.6
Cc1c(C)c2ccc(OC(C)C(=O)N[C@@H](Cc3c[nH]c4ccccc34)C(=O)O)c(C)c2oc1=O (some centres undefined)	3.0	2.9	-0.1	/	3.0	-5.2	-0.3	/	94.0	0.1
Nn1c(SCC(=O)NCCC2=CCCCC2)nnc1C1CCCCC1	-4.9	0.7	-1.7	-5.3	2.6	-0.5	-6.1	-3.2	99.0	6.7
COc1ccc(S(=O)(=O)n2nc(OC(=O)c3ccc(C)cc3)cc2N)cc1	-1.2	-4.1	1.8	-4.3	-0.3	0.7	14.5	5.9	98.0	1.0
CC(C)(C)NC(=O)C1c2ccccc2OCC(=O)N1Cc1ccc2c(c1)OCO2 (centres undefined)	-1.0	-4.4	/	-1.8	/	2.1	/	/	97.0	/
COc1ccc2cc(C(=O)N(C)CC(=O)Nc3ccccc3Br)ccc2c1	0.5	-3.3	-0.4	-5.3	-1.4	2.5	-1.6	-7.0	92.0	4.2
N#C/C(C(=O)N1CCOCC1)=C1/SC(Cc2ccccc2Cl)C(=O)N1c1ccccc1 (centres undefined)	-2.0	-2.3	-1.0	-2.8	1.1	-1.4	5.7	1.3	101.0	5.6
Cc1cccc(NC(=O)C23CCC(C)(C(=O)O2)C3(C)C)c1 (centres undefined)	5.0	1.1	0.7	8.0	0.4	-4.5	-4.2	-4.8	105.0	-2.1
C[C@H]1C=C(C(=O)N2CCOCC2)O[C@@H](OCc2ccc(CO)cc2)C1	3.0	1.3	-0.6	-10.2	1.3	6.7	-3.8	-7.2	96.0	4.9
CC1=NN(c2ccccc2)C(=O)/C1=C/c1cccs1	-1.2	-12.0	0.6	-4.4	3.7	-0.6	-3.5	3.5	101.0	7.0
CCn1c2ccccc2c2cc(NC(=O)c3cccc(OC)c3)ccc21	-6.5	4.8	-3.3	-8.2	0.7	-6.0	-9.5	2.2	102.0	-2.2
COc1ccccc1N(CC(=O)N/N=C/c1ccc(C(=O)O)cc1)S(=O)(=O)c1ccc(C)cc1	-0.1	-0.7	-1.6	-6.2	1.8	3.0	2.0	-2.6	96.0	10.7
CN(C)CCCN(C(=O)c1ccco1)c1nc2c(F)cc(F)cc2s1	-10.4	8.2	-1.0	8.1	9.1	-0.3	11.8	13.9	94.0	18.9
COc1ccc(C2C(C#N)=C(N)Oc3n[nH]c(C)c32)cc1CN1CCN(c2ccc(F)cc2)CC1 (centres undefined)	-0.5	4.8	-3.0	-6.1	0.2	-1.6	6.6	16.0	97.0	-1.9
CSc1ncnc2c1ncn2CCCNCC1CCCCC1	-3.3	-11.6	0.7	-5.3	0.0	-1.1	0.2	-4.9	94.0	3.6
CCCOC(=O)CCCCCCCCC(O)CN1CCCCC1 (centres undefined)	0.4	-3.1	0.1	/	-2.4	-10.3	-7.8	3.3	100.0	3.8
CS(=O)(=O)N1CCN(c2ccnc3cc(Cl)ccc23)CC1	8.2	-0.5	3.3	3.7	-3.7	-2.1	-0.4	1.6	80.0	-5.8
Cc1ccc(SCC(=O)NNC(=O)c2ccccc2)cc1C	-5.7	-4.0	-1.5	-2.4	-0.6	-0.6	-2.1	-5.6	98.0	5.3
COCCNC(=O)c1cc(-c2cccnc2)nc2ccc(Br)cc12	1.5	4.8	-2.2	/	1.5	2.9	8.9	-2.2	99.0	2.7
CCc1ccc(C(=O)NNC(=O)c2ccc(OCC(=O)N3CCOCC3)c(OC)c2)cc1	-0.7	-9.7	0.3	-5.7	0.3	2.9	5.5	-1.1	105.0	8.3
O=C1C2CCCN2C(c2ccc(F)c(F)c2)N1c1cccc(Cl)c1 (centres undefined)	6.2	1.9	-2.3	-4.8	1.6	-2.9	-14.2	/	102.0	5.2
CC(=O)c1sc2nc(CSc3nncn3C)[nH]c(=O)c2c1C	9.7	1.5	-1.7	-4.0	2.6	1.0	26.4	-1.2	91.0	7.3
CC1CCCCC1NC(=O)CC1Oc2ccccc2NC1=O (centres undefined)	8.5	6.5	0.9	7.7	-1.9	6.5	3.5	-1.3	102.0	0.9
CC(C)(C)c1ccc(C(=O)N/N=C/c2cccc(Cl)c2)cc1	-4.2	-3.3	0.5	-3.1	-1.7	-0.2	-17.4	-5.8	102.0	10.2
N#Cc1ccc(OCC(=O)N2CCN(C(=O)c3ccco3)CC2)cc1	2.3	-1.8	-0.9	-5.4	-0.1	-0.3	-2.8	17.9	97.0	0.7

In the list so far, these contain a cyano group:
SMILES	HTR2A ag	ABHD5 PLIN5 PPI	MC4R ag barr	CaV13 ICDI inh	N-glyco inh	Granule exo inh	H9c2 protect	PDI inh	ABCB6 inh MLPCN	MC4R antag cAMP
N#C/C(C(=O)N1CCOCC1)=C1/SC(Cc2ccccc2Cl)C(=O)N1c1ccccc1 (centres undefined)	-2.0	-2.3	-1.0	-2.8	1.1	-1.4	5.7	1.3	101.0	5.6
COc1ccc(C2C(C#N)=C(N)Oc3n[nH]c(C)c32)cc1CN1CCN(c2ccc(F)cc2)CC1 (centres undefined)	-0.5	4.8	-3.0	-6.1	0.2	-1.6	6.6	16.0	97.0	-1.9
N#Cc1ccc(OCC(=O)N2CCN(C(=O)c3ccco3)CC2)cc1	2.3	-1.8	-0.9	-5.4	-0.1	-0.3	-2.8	17.9	97.0	0.7

Additional compounds follow.
SMILES	HTR2A ag	ABHD5 PLIN5 PPI	MC4R ag barr	CaV13 ICDI inh	N-glyco inh	Granule exo inh	H9c2 protect	PDI inh	ABCB6 inh MLPCN	MC4R antag cAMP
Cc1cc(C)c2[nH]c(C(=O)Nc3ccc(F)cc3Br)cc2c1	-5.3	-9.8	1.8	-18.8	0.5	-21.8	-5.8	7.2	98.0	-7.7
COc1ccc(C)cc1S(=O)(=O)N(C)CC(=O)N1CCN(C)CC1	2.1	-7.0	0.9	/	0.4	1.4	1.6	-1.4	101.0	19.1
COCCNC(=O)Cn1nc(C)c([N+](=O)[O-])c1C	2.8	8.2	-1.7	2.1	3.7	1.0	0.0	-0.2	104.0	-2.9
CCN(CC(=O)Nc1ccc(NC(C)=O)cc1)C(=O)/C=C/c1c(C)nn(-c2ccc(F)cc2)c1Cl	-1.6	-0.8	-0.8	-5.4	-3.5	3.3	7.3	6.9	101.0	1.7
COc1ccc(CCC(=O)Nc2nnc(C(C)(C)C)s2)cc1	4.5	3.7	5.6	-0.5	0.9	-8.1	-3.2	-0.2	96.0	2.4
C=CCN1C(=O)[C@@H]2Cc3c([nH]c4ccccc34)C(c3cc(OC)c(OC)c(OC)c3)N2C1=S (some centres undefined)	0.0	1.6	1.0	-2.9	-3.2	1.3	-3.8	2.4	139.0	-3.1
O=C1CC(c2cccnc2)c2cc3c(cc2N1)OCO3 (centres undefined)	0.8	-3.5	0.1	-6.0	1.9	7.9	2.3	4.9	100.0	9.8
COc1cccc2c1OCC(CN1CCN(Cc3ccccc3F)C(CCO)C1)=C2 (centres undefined)	-5.3	2.5	-2.2	-4.4	0.6	-2.0	-2.2	-0.1	93.0	21.1
Cc1ccc(NC(=S)NNC(=S)NC2CCCCC2)cc1	-5.0	-22.9	-2.0	1.6	0.1	-2.2	-17.7	0.7	90.0	5.4
Cc1ccccc1NC(=O)c1cc(S(=O)(=O)Nc2cccc(C(=O)O)c2)ccc1Cl	1.7	2.3	-0.9	-3.8	0.6	-7.5	6.5	5.6	101.0	13.7
COC(=O)c1cc(C(=O)NCCN2C(=O)S/C(=C\c3cccs3)C2=O)cc([N+](=O)[O-])c1	4.2	2.2	-0.2	-4.6	-1.8	-1.0	-2.1	-10.7	94.0	-2.0
COc1cccc(CN2CCN(Cc3nc(-c4cccs4)oc3C)CC2CCO)c1 (centres undefined)	-3.0	0.0	1.2	-7.1	-0.9	-0.7	3.8	7.4	78.0	0.8
CCOC(=O)C1(Cc2cccc(Cl)c2)CCCN(C(=O)C2CC2)C1 (centres undefined)	0.1	2.8	3.5	-1.5	0.9	0.6	6.3	-1.9	99.0	2.2
CCCCNC(=O)COC(=O)CNC(=O)c1cc(Cl)cc([N+](=O)[O-])c1	-2.5	-6.5	-3.5	-19.2	1.3	-9.9	-3.3	4.1	100.0	18.2
